# Bioassay records (PubChem BioAssay)
# Salmonella PhoP GFP: PhoP regulon inhibitors, Salmonella typhi PhoP promoter GFP reporter, confirmatory (AID 1850). inhibition, % at 50 µM, or IC50 in µM where a hit was titrated. Salmonella Typhi PhoP-promoter GFP reporter, fluorescence, 4 h; higher % means a stronger effect. actives 0.33% (n = 310,000); in the data active = a potency from the dose series; inconclusive = inhibition mostly from about 25% at the one dose, without a potency; inactive = the rest, 99 in 100 with inhibition below about 19%;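 note: 0% = induced wells with vehicle and 100% = uninduced wells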
# VEEV TC-83 Vero: inhibitors of VEEV TC-83 cytopathic effect, confirmation, Vero cells (AID 588727); Vero cells, VEEV TC-83 cytopathic effect inhibition; higher % means a stronger effect; one-dose inhibition, % at 20 µM; IC50 in µM for titrated hits; actives 0.13% (n = 350,000); in the data active = a potency from the dose series; inconclusive = inhibition mostly from about 14% at the one dose, without a potency; inactive = the rest, 99 in 100 with inhibition below about 12%; note: strong numbers were not always called active
# M. tuberculosis HTS: M. tuberculosis growth inhibition, HTS (AID 449762); M. tuberculosis H37Rv growth inhibition, 7H9 media; higher % means a stronger effect; inhibition, % at 25 µM, or IC50 in µM where a hit was titrated; actives 0.59% (n = 330,000); in the data active = a potency from the dose series; inconclusive = inhibition above about 70% without an active follow-up result;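 note: bacterial growth assessed after seven days of incubation; strong numbers were not always called active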
# tuberculosis growth: growth inhibition of non-replicating M. tuberculosis (AID 488890); inhibition, % at 25 µM, or IC50 in µM where a hit was titrated; actives 0.39% (n = 320,000); Mycobacterium tuberculosis non-replicating, growth inhibition; higher % means a stronger effect; in the data active = a potency from the dose series; inconclusive = inhibition mostly from about 82% at the one dose, without a potency; inactive = the rest, 99 in 100 with inhibition below about 76%;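 note: plate controls were DMSO cells for no effect and high antibiotic wells for full effect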
# H1N1 NS1A inhibition: H1N1 influenza NS1A inhibitors, functional cell based assay (AID 504329). inhibition, % at 12.5 µM; hits with a dose series show IC50 in µM. NS1A functional cell-based assay, percent inhibition; higher % means a stronger effect. actives 0.3% (n = 340,000); in the data active = a potency from the dose series; inconclusive = inhibition above about 27% without an active follow-up result; note: strong numbers were not always called active
# VEEV TC-83 Vero 10K pilot screen: second read-out of VEEV TC-83 Vero, no call of its own (marks repeat the call); inhibition, %; measured here: 10K pilot screen inhibition
# The depositor's hits bear a star; i = inactive; ? = inconclusive; . = no result given; & = joins results of further samples.
SMILES,Salmonella PhoP GFP,VEEV TC-83 Vero,M. tuberculosis HTS,tuberculosis growth,H1N1 NS1A inhibition,others
Cc1ccc(C2/C(=C(/O)c3ccc(Br)cc3)C(=O)C(=O)N2Cc2ccco2)o1 (stereo unspecified),0%,0.8%,3%,20%,-3%,
Cc1ccc(-c2nnc(-n3nnc4ccccc43)c3ccccc23)cc1,-3%,i,0%,34%,-1%,
COC(=O)c1cc(NC(=O)c2c(Cl)cnn2C)cc(C(=O)OC)c1,-6%,i,5%,-1%,2%,
COc1cccc(NC(=S)NC2CC(C)(C)NC(C)(C)C2)c1,1%,i,4%,-2%,-1%,
COc1cc(C(=O)NC(=S)N(CCC#N)Cc2cccnc2)cc(OC)c1OC,.,2.2%,14%,-9%,10%,
COc1ccc(C2C(C#N)=C(N)N(c3cccnc3)C3=C2C(=O)CCC3)cc1Cn1cc([N+](=O)[O-])cn1 (stereo unspecified),-17%,1.4%,7%,.,1%,VEEV TC-83 Vero 10K pilot screen=1.0
CC(=O)c1cc2c(cc1F)C(C)(C)CCC2(C)C,.,0.6%,.,.,12%,
CCCCOCC(O)CN1CCN(C(C)=O)CC1 (stereo unspecified),-1%,i,-1%,-7%,1%,
COC(=O)CSc1nc(N)nc(C)c1Cl,3%,1.1%,-6%,14%,-3%,
Cc1ccc(NC(=O)CCOc2ccccc2)cc1S(=O)(=O)Nc1ccccc1Cl,-13%,5.3%,-6%,24%,-3%,
CCN1CCN(Cc2cccc(Oc3ccc(Cl)cc3)c2)CC1,8%,i,4%,?,-8%,
Cc1nccn1CCCNC(=O)c1nc(Cn2cc([N+](=O)[O-])cn2)no1,-5%,0.4%,-1%,-28%,0%,
Cc1cc(C)cc(N2C(N)=NC(N)=NC2c2ccccc2F)c1 (stereo unspecified),-13%,i,4%,52%,18%,
CC(C)Sc1nc2ccc(Br)cc2[nH]1,4%,1.3%,-5%,72%,-12%,
N#CC12CCCCC1CC1CCCCC1(C#N)N2N (stereo unspecified),2%,0.6%,-7%,36%,-24%,
COc1ccc(C(=O)CSc2nnc(-c3ccco3)n2C)cc1,-2%,0.8%,-5%,1%,2%,
Cc1cc2ncc(-c3cccs3)nc2cc1C,-2%,i,5%,0%,-17%,
CC(=O)Nc1ccc(S(=O)(=O)NCC2CCC(C(=O)N3CCCCC3)CC2)cc1 (stereo unspecified),1%,i,-2%,-6%,-4%,
C/C(=N\NC(=O)CNC(=O)c1ccc2c(c1)OCO2)c1ccco1,-6%,0.4%,-9%,12%,-7%,
COC(=O)c1ccc(NS(=O)(=O)c2ccccc2)o1,-11%,1.2%,-1%,-7%,-6%,
O=C(NCCCn1ccnc1)c1cc(-c2ccccc2)on1,-2%,i,11%,-12%,-12%,
Fc1cccc(COc2ccccc2C(=S)N2CCCC2)c1,0%,2.3%,-2%,-1%,1%,
CCOC(=O)c1[nH]c2ccccc2c1NC(=S)Nc1cccc(C)c1,-4%,9.6%,-4%,?,7%,
CCC(C)N(CCNC(=O)CC1Oc2ccc(C)cc2NC1=O)C1CCCCC1 (stereo unspecified),-17%,0.3%,-9%,15%,7%,
CCOC(=O)c1cnc2c(C(=O)OC)cccc2c1NCCN1CCOCC1,-11%,1.1%,-1%,7%,6%,
CCOC(=O)/C(=C\c1ccc(C)cc1)NC(=O)c1ccccc1,-7%,4.1%,-2%,9%,12%,
CN(CC1CCCO1)S(=O)(=O)c1ccc(C(=O)Nc2ccc3c(c2)OCO3)cc1 (stereo unspecified),-1%,0.0%,2%,-5%,6%,
Cc1cc(/C=C2\C(=O)NC(=O)N(c3ccc(F)cc3)C2=O)c(C)n1-c1ccc(C(=O)O)cc1,2%,0.6%,-3%,1%,-20%,
CNc1nc(SCc2ccc(C)cc2)nc2c1CCCC2,-7%,0.5%,?,?,20%,
COc1ccc(C(=O)NCCc2nnc3ccc(SCC(=O)Nc4ccccc4F)nn23)cc1,-3%,1.1%,-2%,-3%,9%,
CCCn1cc(CN2CCN(Cc3ccc(C)o3)C(CCO)C2)c(C)n1 (stereo unspecified),-6%,0.2%,-3%,-3%,-4%,
CCOC(=O)c1cnc2c(c(C)nn2CC)c1NC1CC1,7%,3.4%,3%,10%,-1%,
CC(=O)OCC12CC(OC(=O)CC(C)C)C(C)=CC1OC1C(O)C(OC(C)=O)C2(C)C12CO2 (stereo unspecified),.,2.1%,.,.,-12%,
O=C(CN1C(=O)c2ccccc2S1(=O)=O)Nc1ncc(Cl)cc1Cl,.,2.0%,4%,-6%,0%,
O=C(O)CCCN1C(=O)c2ccc(Oc3cccc([N+](=O)[O-])c3)cc2C1=O,-1%,3.1%,-2%,-18%,-1%,
Cc1ccc(Nc2nnc(C(C)(C)C)c(=O)n2N)cc1,-5%,1.0%,11%,4%,1%,
C=C1C(O)C[C@@H](C(C)C)N(CC(C)C)S1(=O)=O (stereo partly specified),.,i,.,.,-3%,
NS(=O)(=O)c1ccc(NC2=CC(c3ccc([N+](=O)[O-])cc3)N(c3ccc(S(N)(=O)=O)cc3)C2=O)cc1 (stereo unspecified),1%,1.8%,11%,10%,9%,
Cc1nc(Nc2ccccc2O)c2oc3ccccc3c2n1,-22%,0.8%,-2%,1%,3%,
COc1cc(CN2CCC(C(=O)NCC(C)(C)CN(C)C)CC2)ccc1OCc1ccccc1,-1%,7.8%,7%,-2%,-9%,
CCOC(=O)c1[nH]c(C)c(C(=O)NCc2ccc(C)cc2)c1C,-12%,0.7%,-10%,4%,0%,
CC[C@]12c3[nH]c4ccc(OC)cc4c3CCN1C(=O)C(CC(=O)NCCN1CCOCC1)C[C@@H]2C(=O)N1CCN(C(=O)c2ccco2)CC1 (stereo partly specified),.,i,.,.,-8%,
O=C(CSc1nnc2scc(-c3ccc(F)cc3)n12)NCc1ccco1,-5%,2.2%,0%,19%,-14%,
CCCCn1c(N)c(N(CCC(C)C)C(=O)CSc2nncn2-c2ccccc2)c(=O)[nH]c1=O,.,i,-7%,18%,-4%,
COc1ccc(CNC(=O)c2c(C)cc(=O)oc2C)cc1OC,-12%,0.3%,-1%,3%,-1%,
CC1(C)CC(=O)C(C(=O)/C=C/NCCc2ccccc2)C(=O)C1,33%,0.7%,-1%,13%,-3%,
O=c1[nH]cc([N+](=O)[O-])cc1Br,7%,1.8%,14%,9%,5%,
CCC(C)(C)n1nnnc1C(c1cc2cc(C)cc(C)c2[nH]c1=O)N1CCN(Cc2ccc3c(c2)OCO3)CC1 (stereo unspecified),.,6.9%,.,.,7%,
Cc1noc(C)c1COc1ccccc1C(=O)NCCOc1ccccc1,.,7.6%,.,.,-1%,
Cc1cccc(S(=O)Cc2ccc(C(=O)NC3CCN(Cc4ccccc4)CC3)o2)c1 (stereo unspecified),3%,i,4%,13%,4%,

# (more compounds)
SMILES,Salmonella PhoP GFP,VEEV TC-83 Vero,M. tuberculosis HTS,tuberculosis growth,H1N1 NS1A inhibition,others
NS(=O)(=O)c1ccc(CCNCc2cccnc2)cc1,-6%,1.0%,2%,-3%,1%,
COc1ccc(-n2nnc3c(=O)n(Cc4cccc(C)c4)cnc32)cc1,-1%,3.4%,0%,0%,0%,
CCOC(=O)C1CCN(C(=O)Nc2ccc(Cl)cc2Cl)CC1,-10%,i,3%,61%,2%,
O=C(Cc1csc(-c2cccc(Cl)c2)n1)Nc1cccc(S(=O)(=O)NC2=NCCC2)c1,5%,11%,-1%,0%,-3%,
Cc1ccccc1C(=O)NNC(=O)C1CC(=O)N(Cc2ccccc2)C1 (stereo unspecified),3%,0.8%,0%,-20%,-4%,
O=C(Cc1ccc([N+](=O)[O-])cc1)Nc1ccc(C(=O)N2CCOCC2)cc1,-17%,i,-9%,-7%,-10%,
CCOc1ccc(-c2nnc(SCC(=O)N3CCNC3=O)o2)cc1,.,2.9%,-4%,5%,-11%,
CCC(C(=O)NC1C(=O)N2C(C(=O)O)=C(CSc3nnc(C)s3)CSC12)c1ccccc1 (stereo unspecified),.,i,-16%,21%,-8%,
O=[N+]([O-])c1ccc(Cl)c(/C=N/N2CCN(C3c4ccccc4-c4ccccc43)CC2)c1,.,2.4%,.,.,1%,
CSc1cccc(NS(=O)(=O)c2ccc3c(c2)CCN3C(C)=O)c1,-8%,0.2%,2%,12%,-17%,
CS(=O)(=O)N(CC(=O)NCC1CCCO1)c1cccc([N+](=O)[O-])c1 (stereo unspecified),-6%,1.2%,2%,-15%,-6%,
O=C(COn1nnc2ccccc21)N1CCN(Cc2ccccc2)CC1,7%,1.8%,-1%,3%,-9%,
Cn1c(-c2cc3ccccc3oc2=O)nc2ccccc21,5%,1.5%,8%,3%,-2%,
COc1ccc2[nH]cc(CCNC(=S)NCCc3ccccc3)c2c1,3%,4.7%,48%,76%,8%,
Cc1ccc(NC(=O)COc2cccc(/C=C3\SC(=S)N(CCC(=O)O)C3=O)c2)cc1Cl,-4%,6.0%,2%,11%,-6%,
CC1(C)C(=O)N(CCN2CCC(C(=O)c3ccc(F)cc3)CC2)c2ccccc21,-11%,5.4%,0%,14%,6%,
Cc1cc(C)cc(-n2c(SC(C)C(=O)NCc3ccc4c(c3)OCO4)nc3ccccc3c2=O)c1 (stereo unspecified),17%,9.7%,10%,16%,8%,
CCCCCCc1cc2cc(-c3nnc(-c4ccccc4)o3)c(=O)oc2cc1O,-18%,21%,8%,7%,1%,
Cc1cc(NC(=O)COC(=O)c2c(C)nn(Cc3ccccc3)c2Cl)no1,-3%,0.5%,-4%,10%,7%,
O=C(CN(CC1CCCO1)C(=O)CNS(=O)(=O)c1ccc(Cl)cc1)NCCc1ccccc1 (stereo unspecified),17%,2.7%,-3%,10%,-5%,
CC(=O)NC(c1ccccc1)c1nc2ccccc2[nH]1 (stereo unspecified),-8%&-8%,0.9%,1%,5%,3%,
COc1ccc(C2=C/C(=C/c3cccnc3)C(=O)O2)cc1OC,-5%,1.4%,4%,?,-2%,
CC1CCC(NC(=O)c2cccc(S(=O)(=O)N3CCN(C)CC3)c2)CC1 (stereo unspecified),8%,1.5%,-6%,-7%,-4%,
CN1C(C(=O)Nc2ncccn2)=C(O)c2ccccc2S1(=O)=O,0%,i,-1%,-17%,-18%,
CCOC(=O)c1sc2nc3c(SCC(=O)O)cc(C(=O)c4ccccc4O)cn3c(=O)c2c1C,-11%,2.6%,0%,47%,0%,
[N-]=C=C1C(=S)NC(=O)[C@H]([n+]2ccccc2)[C@H]1c1ccc(Cl)cc1,0%,2.7%,-6%,-1%,-9%,
CCOc1ccc(/C=C2\SC(=S)N(CC(=O)Nc3ccccn3)C2=O)cc1,3%,i,-5%,46%,2%,
CCN(c1ccccc1)S(=O)(=O)c1ccc2c(c1)N(C(C)=O)CCO2,-30%,i,11%,-15%,5%,
O=C(NC(=S)N1CCCCCC1)C1CC1,-2%,0.4%,1%,-15%,2%,
O=C(NCC1CCN(c2ccc(S(=O)(=O)N3CCOCC3)cc2)CC1)Nc1ccccc1F,6%,2.7%,0%,18%,3%,
Cc1cc(=O)nc2c3ccccc3n(C(C)C(=O)NCCN3CCOCC3)n12 (stereo unspecified),5%,1.0%,-3%,-2%,4%,
CCCCN1CC(COC)Oc2cccc(F)c2S1(=O)=O (stereo unspecified),.,i,.,.,-4%,
Cc1cc(CNC(=O)COc2ccc(F)cc2Cl)cc(C)c1O,5%,4.9%,-11%,36%,-6%,
COc1ccc(S(=O)(=O)N2CC(=O)Nc3ccccc32)cc1F,-8%,0.1%,-4%,0%,0%,
COC(=O)c1ccc(CSc2ncnc3ccccc23)o1,-5%,4.1%,-4%,38%,1%,
CSc1ccc(C2C(C#N)=C(N)N(c3ccccc3)C3=C2C(=O)CCC3)cc1 (stereo unspecified),5%,3.2%,16%,13%,5%,

# Molecules from the list above that have a COOH group, in the order listed:
SMILES,Salmonella PhoP GFP,VEEV TC-83 Vero,M. tuberculosis HTS,tuberculosis growth,H1N1 NS1A inhibition,others
Cc1cc(/C=C2\C(=O)NC(=O)N(c3ccc(F)cc3)C2=O)c(C)n1-c1ccc(C(=O)O)cc1,2%,0.6%,-3%,1%,-20%,
O=C(O)CCCN1C(=O)c2ccc(Oc3cccc([N+](=O)[O-])c3)cc2C1=O,-1%,3.1%,-2%,-18%,-1%,
CCC(C(=O)NC1C(=O)N2C(C(=O)O)=C(CSc3nnc(C)s3)CSC12)c1ccccc1 (stereo unspecified),.,i,-16%,21%,-8%,
Cc1ccc(NC(=O)COc2cccc(/C=C3\SC(=S)N(CCC(=O)O)C3=O)c2)cc1Cl,-4%,6.0%,2%,11%,-6%,
CCOC(=O)c1sc2nc3c(SCC(=O)O)cc(C(=O)c4ccccc4O)cn3c(=O)c2c1C,-11%,2.6%,0%,47%,0%,
